Assay outcomes (PubChem)
Eya2 inh: inhibitors of human Eya2 phosphatase activity | O00167 | recombinant Eya2, OMFP fluorescence dephosphorylation (OMFP is methylfluorescein phosphate) | Potency, µM (top dose mostly 76.9 µM), for the others: at the highest dose activity, negative = inhibition, most hits filed as inhibitors | 330,000 compounds, 0.006% hits; also: potency is read from the fitted curve at half-maximal effect; % is scaled to controls: 0 for no effect and ±100 for the full control effect
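Eya2 (0.2 uM) preincubated 10 min at ambient with compound, then OMFP substrate added at 50 uM; 10 min reaction in 50 mM HEPES pH 7.5, 50 mM NaCl, 5 uM MgCl2, 0.05% BSA, 1 mM DTT. Fluorescence read at Ex 485/Em 525 nm.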
uPA surface inh: blocks generation of uPA at the cell surface; 330,000 compounds, 0.31% hits; AID 540303; Potency, µM (doses to about 38.3 µM), inactives show at the top dose activity change, negative = inhibition, hits mostly inhibitors; cell surface uPA generation assay, qHTS; active = well fitted inhibition curve with a large enough effect; inconclusive = small, poorly fitted or top-dose-only effect; inactive = no such curve, though single readings can be large or run the other way; tested in mouse RAW 264.7 cells; also: potency is read from the fitted curve at half-maximal effect; % is scaled to controls: 0 for no effect and ±100 for the full control effect; nearly all actives have a fitted effect of over 55% in size
PTAP TSG101 blk: blocks PTAP/TSG101 interaction to inhibit HIV-1 budding; Q99816; Fluorescence polarization, FITC-PTAP peptide / Tsg101 binding; Potency, µM (titrated, usually from 115 µM), for inactives: at the top dose activity change, negative = inhibition, most hits filed as inhibitors; 340,000 tested, under 10 active; active = well fitted inhibition curve with a large enough effect in the main read-out, with a control signal flat, not every such curve was filed as active; inconclusive = small, poorly fitted or top-dose-only effect, or effect the other way, or a change in a side signal; inactive = no such curve, though single readings can be large or run the other way; also: potency is read from the fitted curve at half-maximal effect; % of control where 0% means no effect
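Steps: Tsg101 binding domain dispensed (10 uM final), compounds pinned in DMSO, FITC-labeled PTAP-motif peptide added (50 nM final); after 20 min binding at room temperature, polarization measured.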
B2AR arrestin: beta2AR (human) beta-arrestin recruitment activity. 330,000 compounds, 0.02% hits. Potency, µM (highest dose often 46.1 µM), for inactives: at the highest dose activation, most hits filed as activators. beta-arrestin recruitment to beta2AR, cell-based reporter. AID 492947;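 also: potency is read from the fitted curve at half-maximal effect; 0% = DMSO controls and full agonism = EC100 isoproterenol or metaproterenol; nearly all actives have a fitted effect of over 65% in size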
Mito fusion yeast: mitochondrial division inhibition or fusion activation | S. cerevisiae fusion-defective mutant growth rescue, CellTiterGlo 48 h | Potency, µM (doses to about 46.1 µM), for inactives: at the highest dose growth rescue (activation), usual class: activators | AID 485298 | 320,000 compounds, 0.23% hits;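 also: potency is read from the fitted curve at half-maximal effect; % of control where 0% means no effect; nearly all actives have a fitted effect of over 45% in size; temperature-sensitive fusion mutants such as fzo1-1 at 37 °C on non-fermentable ethanol glycerol medium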
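Compounds are tested for their ability to restore growth of mitochondrial fusion-defective yeast strains at non-permissive 37C in YPEG medium over 48 hours. Viability is quantified by luciferase luminescence.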
USP2a inh: inhibitors of human ubiquitin-specific protease USP2a; O75604; USP2 core, Ub-CHOP2 coupled fluorogenic reporter, 485/531; Potency, µM (highest dose often 38.3 µM), inactives show at the top dose activity change, negative = inhibition, actives largely listed as inhibitors; 330,000 compounds, 0.01% hits; AID 463254;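 also: potency is read from the fitted curve at half-maximal effect; plate controls were DMSO wells for no effect and full inhibition by NEM control for full effect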
Target sequence (O75604 whole entry, looked up): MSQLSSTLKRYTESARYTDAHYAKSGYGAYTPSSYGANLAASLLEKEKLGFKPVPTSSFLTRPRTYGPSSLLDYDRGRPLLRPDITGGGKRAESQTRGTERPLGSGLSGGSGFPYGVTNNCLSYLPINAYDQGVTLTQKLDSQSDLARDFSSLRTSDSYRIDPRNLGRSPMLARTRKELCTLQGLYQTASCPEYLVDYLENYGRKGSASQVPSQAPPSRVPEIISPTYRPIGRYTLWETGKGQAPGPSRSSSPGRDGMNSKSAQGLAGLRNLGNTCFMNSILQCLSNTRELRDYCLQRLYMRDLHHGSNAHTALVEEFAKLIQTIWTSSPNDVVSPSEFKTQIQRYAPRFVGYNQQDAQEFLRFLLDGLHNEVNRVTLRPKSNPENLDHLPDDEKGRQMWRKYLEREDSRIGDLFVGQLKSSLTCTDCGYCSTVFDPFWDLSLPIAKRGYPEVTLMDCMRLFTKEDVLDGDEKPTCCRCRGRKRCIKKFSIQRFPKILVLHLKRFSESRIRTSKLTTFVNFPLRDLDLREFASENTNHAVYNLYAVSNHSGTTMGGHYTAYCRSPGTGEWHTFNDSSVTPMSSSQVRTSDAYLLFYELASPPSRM
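Deubiquitinase activity read as fluorescence (485/531 nm) after Ub-CHOP2 cleavage activates the enterokinase reporter on its substrate; USP2 core 10nM, Ub-CHOP2 and substrate 25nM each, 30min compound preincubation then 60min RT; data normalized to NEM, curves fitted.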
Chronic BCR inh: chronic active BCR signaling inhibition; 340,000 compounds, 0.05% hits; Potency, µM (series often up to 46.1 µM), for the others: at the highest dose ratio change, negative = lower green/red ratio, actives largely listed as inhibitors; AID 493014; ABC-DLBCL IkBa-CBG/CBR reporter, luminescence ratio, 4 h; active = well fitted inhibition curve with a large enough effect in the signal ratio, with a control signal flat, not every such curve was filed as active; inconclusive = small, poorly fitted or top-dose-only effect, or effect the other way, or a change in a side signal; the % refers to the signal ratio;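 also: potency is read from the fitted curve at half-maximal effect; plate controls were basal doxycycline-induced cells for no effect and cells given 10 µM MG132 for full effect; MG132 reads +100%, hits lower the ratio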
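Doxycycline induced both beetle luciferases in TMD8 lymphoma cells; IKK-driven degradation limits the IkappaBalpha-fused green signal, while red luminescence normalises for cell number and nonspecific effects. Compounds tested up to 46 uM, 4 hrs.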
TSHR antagonist: antagonists of human thyroid stimulating hormone receptor; P16473; TSHR-expressing cells, TSH-stimulated cAMP HTRF, 2 h; hits give low values; activity change, negative = inhibition, % at 11.5 µM; 330,000 compounds, 0.2% hits; AID 504810;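 active = activity change below a set negative limit, meaning inhibition stronger than a set level, cut at about -70% in these data; inconclusive = activity change between two set negative limits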; also: % is scaled to controls: 0 for no effect and ±100 for the full control effect
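TSHR-expressing cells were treated with compounds, then stimulated with TSH at EC80 (4nM final) for 2 hours at 37 deg C. Cellular cAMP was measured by HTRF competition between lysate cAMP and cAMP-d2 for a cryptate-labelled anti-cAMP antibody.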
TCR act: activators of T cell receptors. primary human leukocytes, anti-CD3, IL-2 HTRF, 48 h. Potency, µM (top dose mostly 9.22 µM), for the others: at the highest dose activation of IL-2 secretion, usual class: activators. 330,000 tested, under 10 active; also: % of control where 0% means no effect
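Human primary leukocytes + a-CD3 beads + cpd, 48 hr; IL-2 in supernatant by HTRF (ex 320nm / em 665nm). No co-stimulatory signal supplied.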
ELG1 DNA repair: ELG1-dependent DNA repair inhibition | Potency, µM (titrated, usually from 46.1 µM), inactives show at the highest dose activity change, negative = inhibition, hits mostly inhibitors | HEK293T ELG1-luciferase reporter, luminescence, 16 h; DNA damage induced by 5-fluorouridine | 330,000 compounds, 2.3% hits | AID 504467; also: potency is read from the fitted curve at half-maximal effect; % is scaled to controls: 0 for no effect and ±100 for the full control effect; nearly all actives have a fitted effect of over 55% in size
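In this reporter screen, reduction of luminescence relative to DMSO vehicle indicated activity. Compounds and 5-fluorouridine were added together to 2,000 cells per well, incubated for 16 hr at 37 °C, then developed with ONE-Glo.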
Tb PFK inh: blocks T. brucei phosphofructokinase. O15648. T. brucei PFK, ADP-Glo luminescence. Potency, µM (highest dose often 57.5 µM), for inactives: at the top dose activity, negative = inhibition, usual class: inhibitors. 330,000 compounds, 0.17% hits. AID 485367;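 also: potency is read from the fitted curve at half-maximal effect; 0% = uninhibited 1x PFK enzyme wells and -100% = no-enzyme wells; nearly all actives have a fitted effect of over 60% in size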
Target sequence (O15648 whole entry, looked up): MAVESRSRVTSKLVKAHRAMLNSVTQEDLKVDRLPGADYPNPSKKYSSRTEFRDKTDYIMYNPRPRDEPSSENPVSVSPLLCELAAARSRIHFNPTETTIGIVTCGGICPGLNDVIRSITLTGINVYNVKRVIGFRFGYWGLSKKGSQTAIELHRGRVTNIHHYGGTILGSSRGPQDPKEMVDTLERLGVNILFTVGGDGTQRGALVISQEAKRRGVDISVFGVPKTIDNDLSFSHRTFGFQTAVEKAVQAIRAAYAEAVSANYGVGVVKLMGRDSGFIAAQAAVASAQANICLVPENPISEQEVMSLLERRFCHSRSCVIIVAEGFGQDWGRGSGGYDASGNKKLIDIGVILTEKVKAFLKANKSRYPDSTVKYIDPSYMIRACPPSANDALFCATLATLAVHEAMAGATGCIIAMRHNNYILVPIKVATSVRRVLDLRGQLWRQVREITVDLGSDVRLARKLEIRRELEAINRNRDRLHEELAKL
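Luminescent ADP detection (ADP-Glo, two-step: ATP depletion then ADP-to-ATP conversion for luciferase) reported PFK activity after 45 min room-temperature reaction of 1.25 nM enzyme with 0.5 mM F6P and 0.1 mM ATP at pH 8.0.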
Numbers without * were called inactive; ? = inconclusive; . = no result given; [ ] = dose if it differs, or a comment. Unless noted, calls follow the shape of the dose curve; as a rule, active = well fitted curve in the direction sought with a large enough effect; inconclusive = small, poorly fitted or top-dose-only effect, or another doubt; inactive = no such curve, though single readings can be large; an effect the other way counts as inactive or inconclusive.

SMILES	Eya2 inh	uPA surface inh	PTAP TSG101 blk	B2AR arrestin	Mito fusion yeast	USP2a inh	Chronic BCR inh	TSHR antagonist	TCR act	ELG1 DNA repair	Tb PFK inh
COc1ccc(Nc2nc(N3CCCC3)c3ccccc3n2)cc1	-5%	-7%	-4%	-0.3%	-26%	-6%	3%	.	2%	9.2µM*	9%
CCn1cc(/C=C(\NC(=O)c2ccc(OC)cc2)C(=O)N2CCN(C)CC2)c2ccccc21	7%	0%	1%	0.5%	2%	0%	1%	-7	1%	-23%	?
CCOC(=O)CC(NC(=O)c1cccs1)c1ccc(C)cc1 (configuration not stated)	-28%	2%	1%	0.1%	-1%	2%	4%	15	1%	-5%	0%
CCN(CC(=O)Nc1ccc(NC(C)=O)cc1)C(=O)C1CC(=O)N(Cc2ccc(C)cc2)C1 (configuration not stated)	-5%	-16%	2%	-0.1%	-1%	1%	-1%	1	-18%	9%	0%
COc1ccc(C(=O)C2CCCN(C(=O)CCNC(C)=O)C2)cc1OC (configuration not stated)	-6%	11%	-8%	0.1%	1%	0%	0%	18	1%	6%	2%
O=C(Nc1ccc(-c2nc3ccccc3o2)cc1)c1cccnc1	7%	-5%	-4%	-0.3%	5%	0%	3%	-13	-11%	?	-1%
O=C1CN(C(=O)C2CCC(=O)N(CCc3ccc(Cl)cc3)C2)CCN1 (configuration not stated)	-1%	-1%	-4%	-0.3%	-7%	0%	1%	-1	-7%	20%	1%
CC(C)c1ccc(C(=O)N(c2ccccn2)C(C)c2ccco2)cc1 (configuration not stated)	4%	3%	-1%	-0.2%	4%	3%	12%	3	7%	?	0%
COc1ccc(CNc2nc3ccccc3n2Cc2ccc(Cl)cc2)cc1OC	-15%	-8%	0%	0.1%	4%	-1%	0%	12	-5%[46.1 µM]	-13%	1%
CC(=O)Nc1ccc(SC[C@H](CC(C)C)N2CCN(CC(C)C)CCC2=O)cc1	-1%	-10%	0%	-1.0%	10%	6%	3%	-6	-5%	1%	-1%
COCC(C)NC(=O)c1ccc2c(c1)S(=O)(=O)c1ccccc1C2=O (configuration not stated)	0%	-13%	-2%	-0.1%	-1%	0%	-16%	15	-9%	-2%	2%
CCn1c(=O)n(CC(=O)NCC2CCCO2)c(=O)c2c3c(sc21)COC(C)(C)C3 (configuration not stated)	5%	-1%	-1%	0.1%	-2%	3%	-2%	38	0%	11%	-2%
COCCn1c(SC2CCCCC2=O)nnc1-c1ccncc1 (configuration not stated)	5%	0%	1%	0.1%	5%	-5%	1%	11	-17%	16%	-2%
CC(C)[C@H]1C(=O)Nc2ccccc2N1C(=O)N[C@@H](Cc1ccccc1)C(=O)N[C@@H](C(=O)O)c1ccccc1	6%	3%	0%	0.4%	-2%	0%	16%	0	-1%	25%	1%
CC(C)(C)Cn1c(=O)[nH]c(=O)c2cc([N+](=O)[O-])cnc21	6%	3%	-3%	-1.5%	24%	4%	0%	-15	-1%[46.1 µM]	14%	-1%
Cc1cc2nnc(SCC(=O)N3C(C)CCCC3C)n2c(N)n1 (configuration not stated)	20%	6%	.	0.1%	-2%	-1%	?	15	.	1%	-4%
Cc1nc(N=C(N)N)nc2c(C)cccc12	17%	.	-3%	-0.6%	7%	-10%	?	23	-3%	8%	4%
C[C@H](CO)N1C[C@H](C)[C@@H](CN(C)C(=O)NC2CCCCC2)Oc2ccc(NS(=O)(=O)c3cn(C)cn3)cc2C1=O	?	4%	-2%	-0.9%	.	0%	1%	18	-6%	?	0%
O=C(c1ccccc1[N+](=O)[O-])N(CCc1ccccc1)Cc1ccccc1	-1%	-16%	0%	0.3%	1%	3%	12%	-15	-5%	-10%	1%
O=C(Nc1ccc2c(c1)OCCO2)c1cnn(-c2ccccc2)n1	17%	-3%	-7%	-1.0%	5%	0%	12%	-14	-1%	?	-4%
O=C(Nc1cccn(Cc2c(Cl)cccc2Cl)c1=O)c1c(Cl)cccc1Cl	-4%	-10%	-2%	0.3%	-14%	1%	-5%	-12	-4%	-19%	2%
O=C(CC1CCCC1)NNC(=O)c1ccc(Br)cc1	2%	-23%	-8%	-1.0%	-4%	3%	?	14	7%	?	1%
Cn1c(=O)c(=O)n(C)c2cc(S(=O)(=O)Nc3ccc(OC(F)(F)F)cc3)ccc21	0%	-8%	-2%	-0.3%	1%	2%	3%	-4	-8%	-1%	-1%
CCn1c(SCC(=O)OC(C)C)nnc1-c1cccc(Cl)c1	0%	2%	-4%	0.2%	2%	4%	11%	-10	3%	-11%	-2%
Cc1ccc(Cl)cc1N1CCN(CC(=O)Nc2ccc(CN3CCCCC3)cc2)CC1	-21%	-7%	-10%	-0.8%	0%	1%	7%	1	-1%[46.1 µM]	-15%	-5%
CN1CCN(C2=NC(=O)/C(=C/c3cn[nH]c3-c3ccccc3)S2)CC1	-1%	0%	-3%	-2.1%	-3%	1%	?	-11	0%	?	1%
CC(NC(=O)CN1CCN(c2ccc(Cl)cc2)CC1)c1ccccc1 (configuration not stated)	-9%	4%	-5%	-0.1%	6%	3%	-2%	2	-3%	-5%	2%
O=C1Cc2cc(S(=O)(=O)N3CCNCC3)ccc2N1	8%	2%	-1%	0.4%	.	1%	1%	4	-3%[46.1 µM]	2%	-15%
Cc1ccc(NC(=O)Nc2cccs2)nc1	2%	-5%	-6%	0.0%	2%	2%	?	-2	1%	?	-8%
CCCCCCNC(=O)CCCCCNS(=O)(=O)c1ccc(OC)cc1	16%	8%	-4%	-0.2%	1%	1%	2%	-18	3%	-11%	-2%
O=C(O)c1ccc(-c2nc(-c3ccc(Cl)cc3)cs2)cc1	2%	-1%	-1%	0.2%	-5%	1%	-1%	-5	6%	?	3%
CCCS(=O)(=O)N1CCCC(C(=O)NCCCN2CCN(c3ccccc3F)CC2)C1 (configuration not stated)	-17%	1%	-4%	0.5%	-1%	-2%	-3%	5	-2%	5%	9%
O=c1[nH]c2ccc(Cl)cc2c(-c2ccccc2)c1SC(=S)N1CCCCC1	-4%	-2%	-1%	0.5%	-8%	2%	?	10	-13%	-8%	-6%
Cc1cc(=O)n2nc(N3CCCC3C(=O)Nc3cccc(F)c3)sc2n1 (configuration not stated)	15%	-9%	1%	0.0%	3%	2%	4%	-15	-4%	7%	-2%
CC(=O)CCC1CC(c2ccc(Cl)cc2)=NO1 (configuration not stated)	1%	-25%	-2%	-0.1%	-7%	1%	?	-3	3%	?	-16%
O=C(Nc1nnc(CCOCCOCCc2nnc(NC(=O)c3ccco3)s2)s1)c1ccco1	5%	-2%	-4%	-0.1%	0%	1%	-2%	-12	.	?	-1%
CCOC(=O)C1=C(N)N2C(=O)C(C)SC2=C(C(=O)OC)C1c1cccc(OC)c1 (configuration not stated)	-8%	17%	-2%	-0.6%	-4%	-2%	-24%	0	-1%	3%	1%
Cc1ccc(CC2CC(=O)N(Cc3ccco3)C2=O)cc1 (configuration not stated)	0%	-4%	-1%	0.5%	3%	2%	1%	-21	-5%	4%	2%
COC(=O)C(NS(=O)(=O)c1ccc(F)cc1)c1ccccc1 (configuration not stated)	5%	2%	-2%	-0.4%	1%	3%	-3%	-4	8%	3%	1%
CCOC(=O)N1CCN(CCC(=O)Nc2cc([N+](=O)[O-])ccc2OC)CC1	5%	6%	-4%	-0.3%	-2%	-2%	3%	-6	1%[46.1 µM]	0%	0%
C/C=C(\C)CN1CCN(c2cccc(C)c2C)CC1	4%	3%	-9%	0.4%	4%	-2%	13%	29	2%	3%	0%
O=C(c1ccccc1)c1ccc2nc(-c3ccc(NC(=O)c4ccccc4F)cc3)[nH]c2c1	-10%	-9%	0%	0.1%	-2%	-3%	8%	-12	1%	3%	1%
CCN(CC(=O)Nc1ccccc1C(F)(F)F)C(=O)Cc1cccs1	10%	-10%	-1%	-2.1%	-1%	1%	-5%	3	-7%	11%	2%
CCCOC(=O)c1ccc(OCC(O)Cn2c(C)nc3ccccc32)cc1 (configuration not stated)	-32%	-22%	-4%	-0.5%	1%	0%	1%	-37	-2%	1.5µM*	1%
